# Screening data as filed in PubChem.
# ATXN2 expr inh = ATXN2 expression inhibition. HEK-293 ATXN2-luciferase reporter, luminescence, 24 h. Potency, µM (top dose mostly 57 µM), for the others: top-dose activity change, negative = inhibition, hits mostly inhibitors. actives 0.72% (n = 360,000); further: potency means the concentration at half of the fitted maximal effect; on the % scale 0 is the no-effect control and ±100 the full control effect; nearly all actives have a fitted effect of over 55% in size
#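 qHTS (up to 57 uM final) was run with 24 h compound exposure of reporter cells at 37 °C. Each well was multiplexed: SteadyGlo luminescence measured ATXN2-luciferase expression after a fluorogenic Gly-Phe-AFC viability readout (25 uM final).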
# SW480 rerep = induces DNA re-replication in SW480 colon adenocarcinoma cells | SW480 DNA re-replication, Hoechst DNA content imaging, 48 h | Potency, µM (highest dose often 46.1 µM), without a hit: top-dose re-replication activation, actives largely listed as activators | actives 1.8% (n = 340,000) | AID 624297; further: potency means the concentration at half of the fitted maximal effect; % of control where 0% means no effect; nearly all actives have a fitted effect of over 55% in size
#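 Readout is total intensity of Hoechst-stained nuclei, excited at 405 nm and collected at 500-530 nm. Compound treatment lasted 48 hr at 37 C in 5% CO2 before staining.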
# HT1080 IDH1KD tx = HT-1080 IDH1 knockdown cell toxicity (counter line); HT-1080 IDH1 knockdown viability, ATP luminescence, 48 h; Potency, µM (titrated, usually from 46.1 µM), without a hit: at the top dose activity, negative = toxicity, most hits filed as cytotoxic; actives 2% (n = 360,000); AID 686971;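 further: potency means the concentration at half of the fitted maximal effect; 0% = DMSO wells and -100% = cell-free medium wells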
#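 Luminescent ATP read-out (CellTiter-Glo, 10 min at room temperature) after 48 h compound exposure at 37 °C gave viability of IDH1-knockdown HT-1080 cells. Activity was normalised to DMSO and cell-free wells, then fitted as concentration-response curves.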
# WRN inhibitor = inhibitors of human WRN helicase. actives 0.46% (n = 360,000). Potency, µM (doses to about 114 µM), without a hit: at the highest dose activity change, negative = inhibition, actives largely listed as inhibitors. AID 651768. Q14191. WRN helicase unwinding, fluorescent forked duplex, kinetic; further: potency means the concentration at half of the fitted maximal effect; on the % scale 0 is the no-effect control and ±100 the full control effect; nearly all actives have a fitted effect of over 55% in size
#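 Screening of the MLSMR collection measured strand separation of a quenched forked DNA duplex (100 nM) by 20 nM WRN with 2 mM ATP, all final. Compounds were preincubated with enzyme 15 min at room temperature.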
# KB-V1 MDR tox = kills drug-selected multidrug resistant KB-V1 cells | KB-V1 MDR cells viability, CellTiter-Glo, 72 h | Potency, µM (titrated, usually from 46.1 µM), inactives show at the highest dose activity change, negative = cytotoxicity, most hits filed as cytotoxic | actives 3.4% (n = 400,000) | AID 1347076; further: potency means the concentration at half of the fitted maximal effect; on the % scale 0 is the no-effect control and ±100 the full control effect; nearly all actives have a fitted effect of over 60% in size
#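 Following 72 h at 37 degrees C with compound, KB-V1 cell viability was read by CellTiter-Glo luminescence, medium being phenol-red-free DMEM plus 10% FBS; concentration-response parameters came from normalized, curve-fitted qHTS data.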
# IL1B secr inh = inflammasome signaling inhibition, IL-1 beta readout; THP-1 LPS/ATP IL-1B secretion, AlphaLISA, 16 h; active compounds read low; AID 743279; actives 4.7% (n = 360,000); activity change, % at 57.5 µM; in the data active means activity change below about -50%; inconclusive means mostly about -30% to -49%; further: on the % scale 0 is the no-effect control and ±100 the full control effect
#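 THP-1 cells pretreated 1 hr with compounds (up to 57.5 uM final), then stimulated with LPS (250 ng/mL final) plus ATP (1.25 mM final); secreted IL-1B measured by AlphaLISA after 16 hr, decreased signal indicating inhibition.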
# MCF10A rereplic = DNA re-replication induction in MCF 10a cells | actives 2.9% (n = 350,000) | Potency, µM (top dose mostly 46.1 µM), without a hit: at the top dose activity, positive = re-replication, usual class: activators | MCF 10A DNA re-replication, Hoechst nuclear intensity, 48 h; further: potency means the concentration at half of the fitted maximal effect; % of control where 0% means no effect; nearly all actives have a fitted effect of over 50% in size
# KB-3-1 tox = KB-3-1 parental cell cytotoxicity; KB-3-1 viability, CellTiter-Glo ATP luminescence, 72 h; Potency, µM (doses to about 46.1 µM), for inactives: at the top dose activity change, negative = cytotoxic, actives largely listed as cytotoxic; actives 1.4% (n = 400,000); AID 1347075; further: potency means the concentration at half of the fitted maximal effect; on the % scale 0 is the no-effect control and ±100 the full control effect; nearly all actives have a fitted effect of over 60% in size
#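 Here the drug-naive KB-3-1 line serves as comparator for MDR sub-line selectivity; cells received compound titrations, 72 h at 37 °C, then CellTiter-Glo readout.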
# HT1080-NT tox = kills 2HG-producing HT-1080-NT fibrosarcoma cells; HT-1080-NT fibrosarcoma viability, CellTiter-Glo ATP luminescence, 48 h; Potency, µM (titrated, usually from 46.1 µM), inactives show at the top dose activity, negative = less viability, hits mostly cytotoxic; actives 1.6% (n = 360,000);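 further: NT is the 2HG producing partner of a matched IDH1 knockdown line; potency means the concentration at half of the fitted maximal effect; 0% = DMSO-treated cells and -100% = media-only wells without cells; nearly all actives have a fitted effect of over 55% in size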
#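 HT-1080-NT; 750 cells/well; 5% FBS RPMI; 48 h compound, 37 degrees C; CellTiter-Glo luminescence; curve fitting and curve-class assignment.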
# * hit, by the source's call; u = inconclusive; x = no result given; [ ] = dose if it differs, or a comment. Unless noted, the call rests on the fitted dose curve; in most records, active means well fitted curve in the direction sought with a large enough effect; inconclusive means small, poorly fitted or top-dose-only effect, or another doubt; inactive means no such curve, though single readings can be large; an effect the other way counts as inactive or inconclusive.
nr	compound	ATXN2 expr inh	SW480 rerep	HT1080 IDH1KD tx	WRN inhibitor	KB-V1 MDR tox
1	COc1ccccc1C(=O)OCCN1CCOCC1	8%	-5%	8%	0%	4%
2	O=C(O)CN1CCCC1=Nc1ccccc1	1%	-5%	0%	-4%	9%
3	O=C(NCc1cccnc1)c1cc(C2CCCN(C(=O)C3CCCCC3)C2)on1 (stereo not drawn)	6%	x	0%	1%	3%
4	O=c1[nH]c(SCc2ccccc2F)nc2ccccc12	u	3%	u	-5%	-9%
5	COc1ccc(CCNC2CCN(C)CC2)cc1OC	3%	-1%	1%	4%	13%
6	C=CCNC(=O)NC(=O)COC(=O)C(C)Oc1ccc(Cl)cc1Cl (stereo not drawn)	-1%	0%	19%	13%	1%
7	CCOc1ccc(N2CC(C(=O)Nc3ccc(N4CCOCC4)cc3)CC2=O)cc1 (stereo not drawn)	-4%	u	-1%	-5%	1%
8	S=c1[nH]nc(C2CCCCC2)n1/N=C/c1ccc(Br)s1	-33%	u	-3%	0%	-13%
9	COc1ccc(/C=C(\C#N)C(=O)Nc2ccccn2)cc1	3%	5%	7%	1%[57.1 µM]	0%
10	Cc1cc(C)nc(N(C#N)CCOc2ccccc2)n1	8%	-23%	-3%	-10%	-6%
11	Cc1cc(N2CCCC2)ccc1NC(=O)COc1ccc(Cl)cc1	0%	-6%	5%	0%	u
12	Cc1ccc(NC(=O)CSc2nc3sc(C)cc3c(=O)n2C)cc1	-9%	3%	-2%	4%	u
13	O=C(COc1ccccc1Cl)N1CCN(c2ccc([N+](=O)[O-])c(N3CCOCC3)c2)CC1	-8%	12%	-21%	-11%	-15%
14	COc1ccc2oc(=O)cc(CN3CCN(Cc4ccc(OC)c(OC)c4OC)CC3)c2c1	-38%	5%	-14%	0%	26%
15	CC(=O)N1CCSc2ccc(S(=O)(=O)NCCc3ccc(Cl)cc3)cc21	-27%	-20%	u	3%	3%

nr	IL1B secr inh	MCF10A rereplic	KB-3-1 tox	HT1080-NT tox
1	12	u	-4%	2%
2	28	0%	2%	-2%
3	-24	x	0%	16%
4	6	3%	11%	-21%
5	0	2%	-4%	2%
6	-1	0%	11%	12%
7	-6	2%	0%	1%
8	2	18µM*	2%	-12%
9	-17	-18%	-2%	11%
10	u	9%	9%	2%
11	2	0%	6%	5%
12	37	11%	u	-6%
13	-9	u	-12%	-18%
14	-54*	12%	0%	-23%
15	9	12%	-15%	1%

# More structures:
nr	compound	ATXN2 expr inh	SW480 rerep	HT1080 IDH1KD tx	WRN inhibitor	KB-V1 MDR tox
16	O=C(O)C=C(Br)Br	-8%	-8%	7%	-5%	-10%
17	CCOC(=O)c1cc(-c2ccccc2)sc1NC(=O)CSc1nnnn1C	-7%	14%	-2%	4%	0%
18	COc1ccc(NC(=O)CSc2ccc(NC(C)=O)cc2)cc1S(=O)(=O)N1CCCCC1	-2%	-1%	13%	-3%	7%
19	CC1(C)CC(=O)C=C(NCCc2ccccc2)C1	0%	0%	9%	5%	16%
20	Oc1ccc(-c2csc(-c3c[nH]c4ccccc34)n2)c(O)c1	142%[activator]	7%	u	-12%	u
21	O=C(COC(=O)c1cc(=O)[nH]c2ccccc12)Nc1ccc(Cl)c(S(=O)(=O)N2CCOCC2)c1	-11%	-2%	7%	-7%	20%
22	CCCc1cc(=O)oc2cc(OCC(=O)Nc3cc(C)on3)ccc12	-1%	1%	10%	5%	21%
23	Cc1cc(C)c(C#N)c(N2CCN(c3ccccc3)CC2)n1	-19%	-2%	1%	-4%	-3%
24	CC(C(=O)NCc1ccccc1)n1c(Cc2cc(F)cc(F)c2)nc2ccccc21 (stereo not drawn)	x	x	12%	-3%	u
25	CCN(C(=O)COC(=O)c1ccc(-n2c(C)ccc2C)cc1)c1c(N)n(Cc2ccccc2)c(=O)[nH]c1=O	4%	14%	-9%	-21%	-8%
26	Nc1cccc(Oc2ccc([N+](=O)[O-])cc2)c1	-30%	-9%	-4%	6%	7%
27	NC(=O)c1cc([N+](=O)[O-])ccc1NCc1cccc([N+](=O)[O-])c1	-7%	15%	-4%	-32%	-14%
28	O=c1[nH]c(C2CCN(S(=O)(=O)/C=C/c3ccccc3)CC2)nc2c1nnn2Cc1ccc(F)cc1	-25%	u	-26%	-4%	-18%
29	CC(C)NS(=O)(=O)c1ccc(OCC(=O)Nc2cccc3ccccc23)cc1	-10%	2%	-5%	-1%	-3%
30	NC(=O)CC(NC(=O)c1ccc(Br)cc1)c1ccc(N2CCC(Cc3ccccc3)CC2)c([N+](=O)[O-])c1 (stereo not drawn)	-26%	-2%	u	-10%	-29%

nr	IL1B secr inh	MCF10A rereplic	KB-3-1 tox	HT1080-NT tox
16	-7	-18%	0%	8%
17	-23	2%	0%	-5%
18	-3	-4%	-9%	4%
19	-2	0%	-5%	23%
20	-17	u	18µM*	u
21	5	2%	13%	9%
22	17	u	-4%	8%
23	41	-1%	-17%	2%
24	18	x	5%	17%
25	u	4%	16%	0%
26	1	-2%	5%	-2%
27	8	14%	0%	-16%
28	-54*	20%	u	u
29	-7	-18%	0%	-2%
30	-13	8%	u	-23%

# Continued, starting with the last 5 of the part before.
nr	compound	ATXN2 expr inh	SW480 rerep	HT1080 IDH1KD tx	WRN inhibitor	KB-V1 MDR tox
26	Nc1cccc(Oc2ccc([N+](=O)[O-])cc2)c1	-30%	-9%	-4%	6%	7%
27	NC(=O)c1cc([N+](=O)[O-])ccc1NCc1cccc([N+](=O)[O-])c1	-7%	15%	-4%	-32%	-14%
28	O=c1[nH]c(C2CCN(S(=O)(=O)/C=C/c3ccccc3)CC2)nc2c1nnn2Cc1ccc(F)cc1	-25%	u	-26%	-4%	-18%
29	CC(C)NS(=O)(=O)c1ccc(OCC(=O)Nc2cccc3ccccc23)cc1	-10%	2%	-5%	-1%	-3%
30	NC(=O)CC(NC(=O)c1ccc(Br)cc1)c1ccc(N2CCC(Cc3ccccc3)CC2)c([N+](=O)[O-])c1 (stereo not drawn)	-26%	-2%	u	-10%	-29%
31	Cc1cc2c(cc1C)N(C(=O)CSC1=NCCS1)C(C)(C)c1ssc(=S)c1-2	-26%	10%	u	8%	16µM*
32	O=C(Nc1nc(-c2ccc(F)c(F)c2)cs1)Nc1ccc(F)cc1F	5µM*	1%	-18%	-3%[57.1 µM]	-5%
33	O=C(N/N=C/c1ccccc1[N+](=O)[O-])c1ccc(COc2ccccc2-c2ccccc2)cc1	20%	-4%	10%	6%	2.1µM*
34	O=C(COc1ccc(Cl)cc1)Nc1ccccc1CO	6%	-6%	-2%	-7%	-17%
35	COCCNC(=S)N1CCN(c2nc(-c3cccc(OC)c3)cs2)CC1	-22%	-5%	-9%	-7%	-11%
36	COc1ccc(-c2cc(-c3ccc(OC)cc3)[nH]n2)cc1	36%[activator]	5%	u	-7%	0%
37	COc1ccc(COC(=O)C2=C(C)NC(=O)NC2c2ccccc2)cc1 (stereo not drawn)	-17%	1%	-7%	1%	u
38	CC(C)NC(=O)CN(C)S(=O)(=O)c1ccc(F)cc1	-13%	-8%[9.22 µM]	-2%	12%	u
39	COCC(C)OC(=O)c1c(N)n(-c2ccc(OC)c(OC)c2)c2nc3ccccc3nc12 (stereo not drawn)	x	-46%[inhibitor]	17%	4%	3%
40	CCCN(CC(=O)Nc1ccc(F)c(F)c1F)CC(=O)Nc1c(C)n(C)n(-c2ccccc2)c1=O	-7%	-1%	9%	-14%	-25%
41	N#CC1=C(N)Oc2n[nH]c(-c3ccccc3)c2C1c1cccc(OC(=O)N2CCOCC2)c1 (stereo not drawn)	3%	3%	7%	-8%	6%
42	CN(CC(=O)Nc1ccc(F)c(F)c1F)C(=O)C1CCCC1	-9%	-3%	1%	1%	50%

nr	IL1B secr inh	MCF10A rereplic	KB-3-1 tox	HT1080-NT tox
26	1	-2%	5%	-2%
27	8	14%	0%	-16%
28	-54*	20%	u	u
29	-7	-18%	0%	-2%
30	-13	8%	u	-23%
31	-50*	4%	18%	-28%
32	-8	u	-6%	-27%
33	-4	-7%	u	7%
34	4	6%	-13%	-1%
35	17	7%	-7%	-13%
36	-23	u	0%	20%
37	-3	4%	4%	-1%
38	10	4%	-2%	3%
39	-5	-3%	-6%	-3%
40	-6	-4%	4%	4%
41	0	13%	21%	-2%
42	47	-2%	25%	-2%

# Some entries already given, limited to KB-3-1 tox.
cpd	molecule	KB-3-1 tox
40	CCCN(CC(=O)Nc1ccc(F)c(F)c1F)CC(=O)Nc1c(C)n(C)n(-c2ccccc2)c1=O	4%
41	N#CC1=C(N)Oc2n[nH]c(-c3ccccc3)c2C1c1cccc(OC(=O)N2CCOCC2)c1 (stereo not drawn)	21%
